# EPAC2 agonist = agonists of human EPAC2 (RAPGEF4); Q8WZA2; EPAC2 activation, biochemical qHTS; response scale: 100% = 6.5 mM cAMP response; Potency, µM (top dose mostly 154 µM), for inactives: at the top dose activation, hits mostly activators; 360,000 tested, 0.079% active; AID 720711; further: potency means the concentration at half of the fitted maximal effect; nearly all actives have a fitted effect of over 50% in size
# Target sequence (Q8WZA2 whole entry, looked up): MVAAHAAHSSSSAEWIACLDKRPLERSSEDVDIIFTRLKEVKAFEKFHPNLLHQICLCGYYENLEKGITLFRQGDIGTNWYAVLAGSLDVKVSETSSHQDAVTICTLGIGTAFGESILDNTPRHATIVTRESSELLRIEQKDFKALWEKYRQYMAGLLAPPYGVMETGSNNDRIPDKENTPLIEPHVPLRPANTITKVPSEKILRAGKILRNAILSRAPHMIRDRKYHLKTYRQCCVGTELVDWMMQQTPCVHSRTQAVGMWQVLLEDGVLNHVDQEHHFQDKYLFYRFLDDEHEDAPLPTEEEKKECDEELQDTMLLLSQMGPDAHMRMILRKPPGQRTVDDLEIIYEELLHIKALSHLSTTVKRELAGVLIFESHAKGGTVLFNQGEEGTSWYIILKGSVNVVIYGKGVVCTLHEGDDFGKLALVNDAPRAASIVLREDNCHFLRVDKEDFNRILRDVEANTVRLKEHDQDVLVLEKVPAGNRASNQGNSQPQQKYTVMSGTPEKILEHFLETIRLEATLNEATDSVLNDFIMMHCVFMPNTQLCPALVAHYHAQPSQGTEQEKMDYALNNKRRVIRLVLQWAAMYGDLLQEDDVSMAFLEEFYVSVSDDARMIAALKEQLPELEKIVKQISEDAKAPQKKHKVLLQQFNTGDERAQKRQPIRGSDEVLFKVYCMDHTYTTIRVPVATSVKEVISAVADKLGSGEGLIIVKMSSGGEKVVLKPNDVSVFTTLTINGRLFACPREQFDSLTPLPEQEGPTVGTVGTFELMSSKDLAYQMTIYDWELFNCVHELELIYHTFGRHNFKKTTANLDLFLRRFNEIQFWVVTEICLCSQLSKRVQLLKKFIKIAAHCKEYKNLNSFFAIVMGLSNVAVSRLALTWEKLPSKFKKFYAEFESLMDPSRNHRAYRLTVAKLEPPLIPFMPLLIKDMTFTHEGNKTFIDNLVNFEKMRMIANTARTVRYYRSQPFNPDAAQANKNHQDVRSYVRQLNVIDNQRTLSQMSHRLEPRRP
#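 Exchange assay: 100 nM EPAC2 with 250 nM Rap1B-BODIPY-GDP and 50 uM GDP. Fluorescence (ex 480/em 540 nm) read every 5 min for 30 min at room temperature. Data normalized to 6.5 mM cAMP as agonist control.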
# A549 viability = A549 cytotoxicity, counter-screen for Nrf2 inhibitors; A549 ARE-Fluc cells, CellTiter-Fluor viability, 18-24 h; Potency, µM (highest dose often 46 µM), inactives show at the top dose activity change, negative = cytotoxicity, actives largely listed as inhibitors; 390,000 tested, 0.16% active; AID 504648; further: potency means the concentration at half of the fitted maximal effect; on the % scale 0 is the no-effect control and ±100 the full control effect
#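 A549 ARE-Fluc cells in 5% FBS OPTI-MEM, 5000 cells/well, rested 2 h then exposed to compounds in concentration-response for 18-24 h at 37 °C. Viability by CellTiter-Fluor fluorescence (Ex 405/Em 525) after 30 min; luciferase luminescence (BugLite, 15 min, RT) read afterwards.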
# TGFb inhibitor = inhibitors of TGF-b signaling. HepG2 CAGA-GFP TGF-b/SMAD3 reporter, GFP fluorescence, 18 h; TGF-beta stimulated, 500 pg/mL final. Potency, µM (doses to about 46.1 µM), for inactives: at the highest dose activity, negative = inhibition, usual class: inhibitors. 410,000 tested, 1.2% active; further: potency means the concentration at half of the fitted maximal effect; on the % scale 0 is the no-effect control and ±100 the full control effect; nearly all actives have a fitted effect of over 65% in size
#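 HEPG2 CAGA-GFP, 1000 cells/well; 2 h settle, 37 C; cpd via pin tool; TGF-b 500 pg/mL final; 18 h, 37 C; GFP imaging ex488/em500-530; %Activity normalised to -TGF-b and +DMSO controls; CRC fit, curve class.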
# Nrf2 block = Nrf2 pathway inhibition; A549 ARE-Fluc reporter, luciferase luminescence, 18-24 h; Potency, µM (top dose mostly 46 µM), for inactives: at the highest dose activity change, negative = inhibition, actives largely listed as inhibitors; 360,000 tested, 2.1% active; AID 504444; further: potency means the concentration at half of the fitted maximal effect; on the % scale 0 is the no-effect control and ±100 the full control effect; nearly all actives have a fitted effect of over 60% in size
#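 Nrf2 function is reported as luminescence of an ARE-controlled luciferase in A549 cells. Compounds were tested at several concentrations, and a CellTiter-Fluor read on the same wells flagged cytotoxicity.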
# Mm-Cpn inhibitor = M. maripaludis TRiC chaperonin inhibition; purified Mm-Cpn ATPase, ADP Transcreener TR-FRET; Potency, µM (doses to about 76.9 µM), inactives show at the top dose activity, negative = inhibition, hits mostly inhibitors; 330,000 tested, 0.031% active; further: potency means the concentration at half of the fitted maximal effect; on the % scale 0 is the no-effect control and ±100 the full control effect; nearly all actives have a fitted effect of over 80% in size
#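 ATP (10 uM final) was added to archaeal chaperonin (25 nM final) after 10 min exposure to test compound at 37°C; after 30 min further incubation, ADP was detected by competitive TR-FRET.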
# pAkt inh = Akt phosphorylation inhibition | AID 651550 | 360,000 tested, 0.32% active | Neuro2A IGF-stimulated pAkt S473 HTRF, 20 min; active compounds read low | activity change, % for hits at 50 µM; in the data active means activity change below about -80%; inconclusive means mostly about -51% to -80%; further: on the % scale 0 is the no-effect control and ±100 the full control effect
#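 Neuro2A cells (4,500/well, DMEM with 0.5% FBS) were treated with compound at a single 50 µM final concentration, stimulated with 6 nM IGF for 20 min at 37 °C, and lysed. Phospho-Akt Ser473 was read by HTRF as 665/615 ratio ×10^4.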
# EPAC2 antag = antagonists of human EPAC2; EPAC2 GEF exchange of Rap1B-BODIPY-GDP, fluorescence; 360,000 tested, 0.18% active; Potency, µM (titrated, usually from 114 µM), without a hit: top-dose activity, negative = inhibition, hits mostly inhibitors; further: potency means the concentration at half of the fitted maximal effect; on the % scale 0 is the no-effect control and ±100 the full control effect; nearly all actives have a fitted effect of over 45% in size; many of its hits are not listed in these tables
# Nrf2 activator = activates Nrf2 signaling; Potency, µM (series often up to 46.1 µM), for the others: at the top dose activation, usual class: activators; AREc32 ARE-luciferase reporter (MCF7-derived line), luminescence, 24 h; 410,000 tested, 0.31% active; AID 624171; further: potency means the concentration at half of the fitted maximal effect; % of control where 0% means no effect; nearly all actives have a fitted effect of over 65% in size
#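 Nrf2 activation is followed as ARE-luciferase induction in the AREc32 line after one day of compound treatment; luminescence is read with Steady-Glo.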
# CCT chaperon mod = changes cytosolic chaperonin activity. 360,000 tested, 0.3% active. purified chaperonin ATPase assay, HTRF ADP detection, 30 min. activity change, % (concentration not given with the values), hits read low; in the data active means activity change below about -30%; further: on the % scale 0 is the no-effect control and ±100 the full control effect
#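 Enzyme 40 or 20 nM (batch-dependent) in Tris pH 7.4/KCl/MgCl2/DTT; cpd 76 uM single point; ATP 10 uM; 30 min 37 °C; Transcreener ADP HTRF detection, 30 min RT; ratio 665/615.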
# An asterisk follows results filed as active; i = inactive; ? = inconclusive; nt = no result given; [ ] = remark or other dose. Unless noted, the call rests on the fitted dose curve; in most records, active means well fitted curve in the direction sought with a large enough effect; inconclusive means small, poorly fitted or top-dose-only effect, or another doubt; inactive means no such curve, though single readings can be large; an effect the other way counts as inactive or inconclusive. An excerpt. The share of hits here may be higher or lower than overall.
canonical_smiles | EPAC2 agonist | A549 viability | TGFb inhibitor | Nrf2 block | Mm-Cpn inhibitor | pAkt inh | EPAC2 antag | Nrf2 activator | CCT chaperon mod
CC(C)(C)OCC(NC(=O)C(CC(N)=O)NC(=O)OC(C)(C)C)C(=O)OC(C)(C)C (stereo not drawn) | -13% | 15% | 0% | 1% | 1% | i | -5% | 1.7% | -0.7
O=C(COc1coc(CN2CCN(c3ccccc3)CC2)cc1=O)NC1CCCC1 | -4% | 7% | -3% | 1% | -1% | i | 21% | -0.5% | -4.1
Cc1cc(C)c(NC(=O)CSc2nc(=O)n(CCN3CCOCC3)c3c2CCC3)c(C)c1 | -2% | -3% | 4% | 2% | 0% | i | 8% | -0.5% | -1.8
CCOC(=O)CN1C(=O)C(O)=C(C(C)=O)C1c1ccccc1 (stereo not drawn) | -1% | -2% | -43% | nt | -5% | i | 4% | 0.0% | 1.7
Cc1ccnc2nc(C(=O)OCC(=O)N3CC(C)CC(C)C3)nn12 (stereo not drawn) | 5% | -2% | 8% | ? | 1% | i | -2% | -0.8% | -1.3
CCN(C(=O)c1cc(Cl)ccc1OC)C1CCCCC1 | -14% | 9% | 0% | ? | -2% | i | 14%[57.1 µM] | 2.1% | -0.6
Cc1cc(C)c2c(c1)c1nnc(SCCN3CCCCC3)nc1n2C | 3% | -12% | -13% | ? | 1% | i | -10% | 4.4% | -2.8
O=C(CNC(=O)c1ccc(F)cc1)NCc1ccc(S(=O)(=O)N2CCOCC2)cc1 | -2% | -2% | 7% | 1% | 0% | i | -3% | -0.2% | 3.2
CCN(CC)c1ccc(NC(=O)c2cc(C)nc3c2c(C)nn3-c2ccc(C)cc2)c(C)c1 | nt | 12% | 14% | 13% | nt | nt | nt | -0.7% | nt
COCc1cc(C)nc(SCC(=O)Nc2cccc3cccnc23)c1C#N | -4% | 5% | -8% | -5% | 1% | i | -6% | 6.9% | -3.4
COc1ccc(Cl)cc1NC(=S)NCCc1c[nH]c2ccccc12 | 7% | -3% | -4% | nt | -2% | nt | -18% | 3.6% | 2.3
Cc1ccc2nc(C)c(C(=O)NN=C3CCN(C)CC3)n2c1 | -5% | -14% | -3% | -7% | 1% | i | 11% | -0.8% | 0.4
COc1cc(-c2noc(CCCC(=O)NC3CCCCC3)n2)cc(OC)c1OC | 13% | 8% | 12% | 17% | -2% | i | -4% | -0.1% | -1.5
CC1CCCCN1C(=O)Cn1c(=O)n(-c2ccc(Cl)cc2)c(=O)c2c3c(sc21)CCC3 (stereo not drawn) | nt | -16% | -17% | nt | nt | nt | nt | -0.5% | nt
CCC1=[N+](CC(=O)c2ccc(C)cc2)CCn2cccc21 | 1% | 1% | -4% | 27% | -1% | i | 14% | 6.5% | 0.0
CCOC(=O)c1ccc(Nc2nnc(C)c3ccccc23)cc1 | 8% | 1% | -22% | -1% | 0% | i | -11% | 2.3% | -1.4
COc1ccc(S(=O)(=O)N2CCC3(CC2)OCCO3)cc1 | 6% | 3% | 7% | 25% | -1% | i | 6% | 0.3% | 1.2
Cn1c(SCC(=O)N2CCN(Cc3ccccc3)CC2)nnc1-c1ccncc1 | 3% | -3% | 13% | 5% | 0% | i | 15% | -0.4% | -1.7
CN1CCN(CCCCOc2cccc3ccccc23)CC1 | 3% | 19% | -4% | ? | -1% | i | 2% | 4.9% | -4.7
Cc1nn(C)cc1/C=N/NC(=O)c1sc2ccccc2c1Cl | -6% | -7% | 6% | ? | 2% | i | -1% | 0.5% | 0.3

# (more compounds)
canonical_smiles | EPAC2 agonist | A549 viability | TGFb inhibitor | Nrf2 block | Mm-Cpn inhibitor | pAkt inh | EPAC2 antag | Nrf2 activator | CCT chaperon mod
[O-][N+](=Cc1ccccc1)CC1(O)CCCCC1 | 7% | nt | 0% | nt | nt | i | 4% | -0.8% | -2.6
CC12CC(NC(=O)N1c1cccc(C(=O)NCc3ccc4c(c3)OCO4)c1)c1cc(Cl)ccc1O2 (stereo not drawn) | 13% | -25% | -21% | ? | 0% | i | -12% | 3.3% | -0.1
Cc1ccc(C)c(N/C=C(\C#N)c2nc3ccccc3o2)c1 | 5% | -4% | 17% | ? | nt | i | 6% | 3.1% | -1.9
C=CC(COCc1ccccc1)N([C@@H](Cc1ccccc1)C(=O)OC)S(=O)(=O)c1ccccc1Br (stereo partly drawn) | 5% | -4% | ? | -11% | 2% | i | -7% | -0.3% | -1.8
COc1ccc(CN(C)C(=O)c2ccc(NS(=O)(=O)c3ccc4[nH]c(=O)[nH]c4c3)cc2)c(OC)c1OC | 3% | 8% | -5% | 9% | 0% | i | -7% | -1.0% | -2.1
CCCOc1ccc(/C(O)=C2/C(=O)C(=O)N(CCCn3ccnc3)C2c2ccco2)cc1 (stereo not drawn) | -2% | -15% | 4% | 1% | 1% | i | 12% | 2.7% | -0.3
Cc1noc(NS(=O)(=O)c2ccc(NC(=O)C34CC5CC(C3)CC(n3cnc(Br)n3)(C5)C4)cc2)c1C | 2% | 10% | -7% | 15% | -1% | i | -11% | -0.4% | 1.6
C[C@H](CO)N1C[C@H](C)[C@@H](CN(C)S(=O)(=O)c2cccc(C#N)c2)OCc2cn(nn2)CCCC1=O | 2% | nt | 6% | nt | nt | i | 0% | -0.6% | 1.7
CC1CCCCN1C(=O)CNCC1CCCO1 (stereo not drawn) | 0% | -6% | 7% | 18% | 0% | i | 13% | 0.6% | 0.6
CCn1cnc2sc(C(=O)Nc3ccc4c(c3)OCO4)c(C)c2c1=O | 2% | -1% | 3% | ? | 2% | i | 8% | 3.4% | -0.4
O=C(Nc1ccncc1)c1ccc(Cl)c([N+](=O)[O-])c1 | 4% | -4% | -8% | -1% | -1% | i | -5% | 25% | -1.2
CC1=C(C(=O)Nc2ccccc2C(=O)N2CCN(c3ccccc3)CC2)SCCO1 | 8% | nt | -20% | nt | nt | i | 4% | 0.5% | -3.1
Oc1ccc(/C=N/n2c(C3CCCCC3)n[nH]c2=S)c(O)c1 | 17% | 9% | -5% | -26% | -2% | i | 10% | -0.2% | -2.9
CCN(CC)S(=O)(=O)c1ccc(N/N=C/c2cccnc2)nc1 | 5% | 0% | 0% | 7% | -1% | i | 3% | -0.3% | -2.0
Cn1ccnc1SCC(=O)Nc1ccc2c(c1)OCO2 | 11% | 6% | -1% | 11% | -4% | i | -4% | 0.0% | -2.6
CC(=O)c1cccc(NS(=O)(=O)c2c(C)noc2C)c1 | 4% | -5% | -18% | -7% | 0% | i | 8% | -0.4% | 0.8
COc1ccc(S(=O)(=O)N2CCOCC2)cc1C(C)C | -2% | -14%[1.84 µM] | 1% | -15% | 1% | i | 7% | -0.5% | -0.2
Cc1cccc(-n2ncc3c(NCc4ccccc4)ncnc32)c1 | 8% | -12% | ? | 4% | 0% | i | -8% | 0.2% | 0.2
CCc1nn(CC(=O)Nc2ccc(C)cc2C)c(=O)c2cc3sccc3n12 | nt | 1% | -1% | 1% | nt | nt | nt | 0.0% | nt
C=CCNC(=O)CN1C2CCCC1CC(NC(=O)c1ccccc1C)C2 (stereo not drawn) | 7% | -4% | -5% | -3% | -1% | i | 6% | -0.3% | 0.0

# Additional results:
canonical_smiles | EPAC2 agonist | A549 viability | TGFb inhibitor | Nrf2 block | Mm-Cpn inhibitor | pAkt inh | EPAC2 antag | Nrf2 activator | CCT chaperon mod
O=C(O)c1cc(-c2ccc(Cl)cc2)n(-c2ccc(Cl)cc2)n1 | -6% | 2% | 13% | -3% | 1% | i | -5% | 2.7% | -2.7
CC(=O)c1ccc(NC(=O)c2cc(CC(C)C)on2)cc1 | 4% | 6% | -25% | 16% | -3% | i | 0% | -0.7% | 1.0
CCS(=O)(=O)c1nc(S(=O)(=O)c2ccc(C)cc2)c(N2CCCC(C)C2)s1 (stereo not drawn) | 5% | 2% | -5% | -5% | -1% | i | -12% | 20% | 0.4
O=[N+]([O-])c1ccc(NNS(=O)(=O)c2cc(Cl)ccc2Cl)nc1 | 8% | 3% | 1% | 12% | 3% | i | 6% | 13% | 0.4
CN(c1ccccc1C(=O)Nc1ccc(F)c(Cl)c1)S(C)(=O)=O | 9% | 0% | 10% | 3% | -12% | i | -3% | -0.5% | -1.9
N#CCSc1nnc(C2CCCCC2)n1Cc1ccccc1 | -5% | 1% | -19% | 5% | 1% | i | -4% | 4.2% | -1.1
O=C(CCC(=O)CCN1CCCCC1)CCN1CCCCC1 | 6% | -14% | -5% | -3% | nt | i | -13% | 0.2% | -2.4
Cc1cccc(-c2nnnn2-c2cccc(C)c2)c1 | 12% | 3% | ? | 4% | -3% | i | -22% | -0.6% | 1.6
CCOc1ccc(/C=N/Nc2nc(C)cs2)c(O)c1 | 6% | 12% | ? | 25% | 1% | i | -4% | 16% | -1.3
CN(CCc1ccccc1)C(=O)c1ccc(NC(=O)Cc2cccc(NC(=O)C3CCN(C(=O)C4CCC4)CC3)c2)cc1 | -6% | 9% | 8% | 5% | nt | i | 16% | 0.7% | -5.8
Cc1ccn2c(Nc3ccc4c(c3)OCO4)c(-c3ccc(Cl)cc3)nc2c1 | nt | 1% | 3% | 9% | nt | nt | nt | 4.0% | nt
COc1cc2c(=O)n(Cc3ccccc3Cl)c(=O)n(CC(=O)Nc3ccccc3)c2cc1OC | nt | -3% | -1% | 1% | nt | nt | nt | 0.4% | nt
CCc1ccc2oc(=O)cc(CN3CCCCC3C)c2c1 (stereo not drawn) | 7% | -2% | 9% | -32% | -1% | i | -13% | -0.9% | -1.5
O=C(c1ccncc1)N1CCN(S(=O)(=O)c2ccccc2F)CC1 | -3% | 7% | 33%[activator] | 1% | 1% | i | 11% | -0.1% | -1.3
COc1cccc(CNC(=O)c2cc(=O)[nH]c3ccc(S(=O)(=O)N4CCOCC4)cc23)c1 | 1% | 0% | 15% | -27% | 0% | i | -3% | -1.0% | -2.6
CNC(=S)N1CCc2sccc2C1C (stereo not drawn) | 7% | -1% | 3% | -15% | -2% | i | 6% | 0.3% | -5.2
